hERG WT inh: qHTS for Inhibitors of KCHN2 3.1: Wildtype qHTS; AID 720551, 2013; Voltage-gated inwardly rectifying potassium channel KCNH2 (Homo sapiens), Q12809; actives 0.37% (n = 340,000); activity change, % at 1.84 µM; U2OS, BacMam KCNH2, thallium flux FluxOr; stronger effect = lower value;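 active means maximum activity change below -70%; inconclusive means maximum activity change between -70% and -50%; inactive means maximum activity change above -50%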
Target sequence (Q12809 whole entry, looked up): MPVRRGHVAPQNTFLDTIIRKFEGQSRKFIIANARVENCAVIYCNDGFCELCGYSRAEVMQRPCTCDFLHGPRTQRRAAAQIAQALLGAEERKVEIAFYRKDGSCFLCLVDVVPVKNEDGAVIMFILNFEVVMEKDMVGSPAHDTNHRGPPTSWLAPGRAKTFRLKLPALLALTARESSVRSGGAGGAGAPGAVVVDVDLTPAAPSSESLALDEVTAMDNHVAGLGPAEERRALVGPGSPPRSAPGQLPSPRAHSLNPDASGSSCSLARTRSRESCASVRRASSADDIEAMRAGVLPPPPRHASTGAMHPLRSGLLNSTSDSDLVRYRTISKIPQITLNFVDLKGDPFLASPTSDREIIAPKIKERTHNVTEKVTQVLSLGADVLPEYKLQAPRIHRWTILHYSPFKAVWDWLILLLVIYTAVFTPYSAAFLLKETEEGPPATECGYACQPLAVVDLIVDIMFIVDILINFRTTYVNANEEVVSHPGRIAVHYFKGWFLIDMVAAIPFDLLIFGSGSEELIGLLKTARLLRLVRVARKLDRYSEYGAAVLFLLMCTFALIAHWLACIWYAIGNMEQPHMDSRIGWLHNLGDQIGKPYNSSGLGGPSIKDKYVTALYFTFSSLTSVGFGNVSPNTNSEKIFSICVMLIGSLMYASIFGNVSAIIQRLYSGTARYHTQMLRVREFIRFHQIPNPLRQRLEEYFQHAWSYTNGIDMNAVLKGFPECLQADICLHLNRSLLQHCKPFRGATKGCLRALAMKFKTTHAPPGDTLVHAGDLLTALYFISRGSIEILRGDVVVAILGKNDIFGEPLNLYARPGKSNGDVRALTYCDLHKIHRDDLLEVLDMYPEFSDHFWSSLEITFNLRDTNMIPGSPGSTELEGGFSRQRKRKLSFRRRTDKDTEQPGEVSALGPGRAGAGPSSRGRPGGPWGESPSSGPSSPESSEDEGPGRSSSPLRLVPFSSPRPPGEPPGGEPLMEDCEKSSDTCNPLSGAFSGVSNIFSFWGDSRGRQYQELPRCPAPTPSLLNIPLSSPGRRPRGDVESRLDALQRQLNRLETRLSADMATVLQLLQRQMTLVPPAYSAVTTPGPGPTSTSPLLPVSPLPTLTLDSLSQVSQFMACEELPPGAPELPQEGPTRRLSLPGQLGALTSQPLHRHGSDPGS
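U2OS cells transduced with wild-type KCNH2 virus are loaded with FluxOr dye for 45 min, and thallium flux is measured in kinetic reads before and after stimulation buffer. Rate constants are normalized to DMSO controls.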
Coupling enz: qHTS Assay for Inhibitors of Fructose-1,6-bisphosphate Aldolase from Giardia Lamblia: Coupling assay counterscreen; coupling enzyme system counterscreen, AmpLite Red fluorescence; activity change, negative = inhibition, % at 58.2 µM, hits read low; actives 0.67% (n = 290,000); in the data active means activity change below about -30%
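First, compound is pin-transferred into glyceraldehyde-3-phosphate coupling-enzyme reagent at 57.5 uM final and held 10 min at RT. Next, substrate, coupling system and AmpLite Red are added. After 20 min RT, fluorescence (525/598 nm) is read.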
BCR signal inh: qHTS Assay to Find Inhibitors of Chronic Active B-Cell Receptor Signaling. AID 493014, 2011. Potency, µM (titrated, usually from 46.1 µM), inactives show at the top dose ratio change, negative = lower green/red ratio, actives largely listed as inhibitors. ABC-DLBCL IkBa-CBG/CBR reporter, luminescence ratio, 4 h. actives 0.05% (n = 340,000); active means well fitted inhibition curve with a large enough effect in the signal ratio, with a control signal flat, not every such curve was filed as active; inconclusive means small, poorly fitted or top-dose-only effect, or effect the other way, or a change in a side signal; the % refers to the signal ratio;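 further: potency means the concentration at half of the fitted maximal effect; plate controls were basal doxycycline-induced cells for no effect and cells given 10 µM MG132 for full effect; MG132 reads +100%, hits lower the ratio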
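TMD8 ABC-DLBCL cells carrying doxycycline-inducible green luciferase fused to IkappaBalpha plus unfused red luciferase were exposed to compounds (up to 46 uM) for 4 hrs at 37C. Activity came from the overlap-corrected green/red luminescence ratio.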
KCNH2 3.1 inh: qHTS for Inhibitors of KCHN2 3.1: Mutant qHTS; Potassium voltage-gated channel subfamily H member 2, brain isoform KCNH2 3.1 (human); U2OS KCNH2 3.1, thallium flux FluxOr; stronger effect = lower value; activity change, % (tested at about 1.8 µM); actives 0.95% (n = 340,000);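 active means maximum activity change below -70%; inconclusive means maximum activity change from -70% to -50%; inactive means maximum activity change above -50%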;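 further: thallium influx rate constant from kinetic fluorescence after stimulation buffer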
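We transduce U2OS cells with the mutant 3.1 virus, culture them overnight, load FluxOr with Red40 quencher for 45 min, then add stimulation buffer and read kinetically for 2 min to derive a normalized rate constant.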
USP2a block: qHTS Assay for Inhibitors of Ubiquitin-specific Protease USP2a Using CHOP2 as the Reporter | Ubiquitin carboxyl-terminal hydrolase 2 (Homo sapiens), O75604 | USP2 core, Ub-CHOP2 coupled fluorogenic reporter, 485/531 | Potency, µM (highest dose often 38.3 µM), for inactives: top-dose activity change, negative = inhibition, hits mostly inhibitors | actives 0.01% (n = 330,000);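 further: potency means the concentration at half of the fitted maximal effect; plate controls were DMSO wells for no effect and full inhibition by NEM control for full effect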
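USP2 core (10nM final) preincubated 30min RT with compound in 20mM Tris-HCl pH 8.0, 2mM CaCl2, 2mM beta-mercaptoethanol, 0.05% CHAPS; 25nM Ub-CHOP2 plus 25nM reporter substrate added, fluorescence (Ex485/Em531) read after 60min.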
GALK inh: qHTS Assay for Inhibitors of Human Galactokinase (GALK) | Purified GALK, Kinase-Glo residual ATP luminescence | Potency, µM (doses to about 57.5 µM), for the others: at the top dose activity change, negative = inhibition, most hits filed as inhibitors | actives 0.007% (n = 270,000) | AID 1868, 2009; further: potency means the concentration at half of the fitted maximal effect
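5 nM enzyme, 35 uM ATP, 100 uM galactose, 20 mM HEPES pH8.0, 5 mM MgCl2; 1 h RT; residual ATP by Kinase-Glo Plus luminescence, qHTS format.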
PKM2 act: qHTS Assay for Activators of Human Muscle isoform 2 Pyruvate Kinase; actives 0.34% (n = 260,000); Pyruvate kinase PKM (Homo sapiens), P14618; AID 1631, 2009; Potency, µM (titrated, usually from 57.5 µM), inactives show at the top dose activation, usual class: activators; purified PKM2, Kinase-Glo ATP luminescence, activation; response scale: 0% is enzyme alone, no compound; further: potency means the concentration at half of the fitted maximal effect; nearly all actives have a fitted effect of over 55% in size
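hPK-M2, >95% pure; 0.1 mM ADP / 0.5 mM PEP final; imidazole pH7.2 buffer w/ 7 mM MgCl2, 50 mM KCl; 1 h RT; Kinase-Glo lum. Intermediate enzyme activity for dual inhibitor/activator qHTS.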
Eya2 inh: qHTS Assay for Inhibitors of the Phosphatase Activity of Eya2 | Protein phosphatase EYA2 (Homo sapiens), O00167 | recombinant Eya2, OMFP fluorescence dephosphorylation (OMFP is methylfluorescein phosphate) | Potency, µM (top dose mostly 76.9 µM), for inactives: top-dose activity, negative = inhibition, usual class: inhibitors | actives 0.006% (n = 330,000); further: potency means the concentration at half of the fitted maximal effect
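Eya2 (0.2 uM) preincubated 10 min at ambient with compound, then OMFP substrate added at 50 uM; 10 min reaction in 50 mM HEPES pH 7.5, 50 mM NaCl, 5 uM MgCl2, 0.05% BSA, 1 mM DTT. Fluorescence read at Ex 485/Em 525 nm.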
Giardia killer: Small Molecules that selectively kill Giardia lamblia: qHTS; activity change, % at 7.66 µM, hits read low; Giardia lamblia trophozoite viability; actives 0.15% (n = 340,000); in the data active means activity change below about -80%; inconclusive means between about -30% and that limit;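 further: parasites exposed to compound for two days anaerobically before the ATP read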
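Anaerobic 48 hrs incubation at 37 deg C of 100 trophozoites/well with test compounds; ATPLite 1-Step luminescence, 15-30 min RT, reports cellular ATP as viability.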
uPA surface inh: qHTS for Inhibitors of Cell Surface uPA Generation. Potency, µM (titrated, usually from 38.3 µM), inactives show at the highest dose activity change, negative = inhibition, actives largely listed as inhibitors. cell surface uPA generation assay, qHTS. actives 0.31% (n = 330,000); active means well fitted inhibition curve with a large enough effect; inconclusive means small, poorly fitted or top-dose-only effect; inactive means no such curve, though single readings can be large or run the other way; tested in mouse RAW 264.7 cells; further: potency means the concentration at half of the fitted maximal effect; nearly all actives have a fitted effect of over 55% in size
B2AR arrestin: qHTS assay of beta-arrestin-biased ligands of beta2-adrenergic receptor. actives 0.02% (n = 330,000). Potency, µM (doses to about 46.1 µM), for the others: at the top dose activation, hits mostly activators. Beta-2 adrenergic receptor (Homo sapiens), P07550. beta-arrestin recruitment to beta2AR, cell-based reporter. AID 492947, 2010;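 further: potency means the concentration at half of the fitted maximal effect; 0% = DMSO controls and full agonism = EC100 isoproterenol or metaproterenol; nearly all actives have a fitted effect of over 65% in size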
Active calls of the source: *; ? = inconclusive; . = not tested or not shown; [ ] = another dose, or the depositor's remark. Unless noted, the call rests on the fitted dose curve; in most records, active means well fitted curve in the direction sought with a large enough effect; inconclusive means small, poorly fitted or top-dose-only effect, or another doubt; inactive means no such curve, though single readings can be large; an effect the other way counts as inactive or inconclusive. Unless noted, on the % scale 0 is the no-effect control and ±100 the full control effect.

SMILES | hERG WT inh | Coupling enz | BCR signal inh | KCNH2 3.1 inh | USP2a block | GALK inh | PKM2 act | Eya2 inh | Giardia killer | uPA surface inh | B2AR arrestin
COC(=O)c1cc2occc2n1Cc1cccc(C)c1 | -16 | 1 | -1% | . | 3% | -3% | 4% | 4% | -10 | 0% | -1.0%
CCC1(c2ccc(F)cc2)NC(=O)N(CC(=O)Nc2ccccc2Cl)C1=O (configuration not stated) | -3 | -1 | -5% | -12 | 3% | 0% | 0% | 6% | 9 | 3% | 0.2%
C=CCn1c(SCC(=O)c2c(N)n(C)c(=O)n(C)c2=O)nc2sc(C)c(C)c2c1=O | 21 | 4 | 9% | -13 | 10% | 0% | -3% | -3% | 16 | . | 0.2%
CN(c1ccccc1C(=O)Nc1cccnc1)S(C)(=O)=O | -10 | 2 | . | 7 | . | 6% | -1% | . | 0 | . | .
O=C(CCCc1ccccc1)NCc1ccc(F)cc1 | -5 | 4 | 0% | -2 | 6% | 0% | 0% | -7% | -13 | 3% | 3.8%
O=C(NCN1CCOCC1)c1cnccn1 | -7 | . | 0% | 5 | -3% | 6% | -7% | -15% | -5 | 0% | -0.9%
Cn1c(=O)n(C)c2cc(/C=N/NC(N)=S)ccc21 | -3 | -1 | ? | -26 | 3% | 4% | -12% | -2% | 35[activator] | -3% | 0.1%
CC(C(=O)NC1(C#N)CCCCC1)N(C)CC(=O)Nc1ccc(Cl)c(Cl)c1 (configuration not stated) | -33 | . | ? | 11 | -5% | . | . | -4% | -9 | -17% | 0.3%
COc1ccc(C2NC(=S)NC(O)(C(F)(F)F)C2C(=O)c2cccs2)cc1 (configuration not stated) | -3 | 4 | 0% | 15 | -1% | -2% | 3% | -9% | 3 | 0% | -1.3%
Cc1ccccc1N(CC(=O)NC(C)(C)C)C(=O)CS(=O)CC(=O)Nc1ccc2c(c1)OCO2 (configuration not stated) | 11 | 1 | -7% | -33 | 1% | 2% | 2% | 1% | -3 | 8% | -0.1%
COc1c(C(=O)NNC(=O)c2ccccc2)csc1Br | -4 | 2 | ? | -7 | 2% | -1% | -1% | 3% | 2 | ? | 0.1%
C=CCSc1nc(C)c2cc(C)cc(C)c2n1 | -1 | 0 | ? | -21 | 2% | -1% | -3% | -13% | 13 | 4% | 0.1%
Cc1ccc(C(=O)Nc2cccc(NC(=O)c3ccc(C)o3)n2)o1 | 16 | 0 | -7% | -1 | 1% | 3% | -1% | 3% | 28 | -6% | 0.1%
O=[N+]([O-])/C(=C\Nc1ccc(F)cc1F)S(=O)(=O)c1ccccc1 | -9 | 3 | ? | 4 | 1% | 2% | . | -4% | 34[activator] | 8% | 0.2%
C[C@@H]1CC[C@@]2(OC1)O[C@H]1C[C@H]3[C@@H]4CC=C5C[C@@H](O)[C@H](O)C[C@]5(C)C4CC[C@]3(C)[C@H]1[C@@H]2C (some centres not stated) | 4 | 0 | 2% | 6 | -1% | 0% | . | -3% | 20 | 1% | 0.1%
CCc1ccc(C(=O)OCC(=O)NCC(F)(F)F)cc1 | -15 | 5 | 1% | 1 | -2% | 8% | 0% | 8% | 21 | 5% | -0.3%
O=C(CSc1nc2ccccc2c(=O)n1NC(=O)Cc1ccccc1)NCc1ccco1 | -12 | 3 | -1% | -2 | -2% | 0% | -3% | -5% | 4 | . | -0.1%
O=C(COc1ccccc1Cl)Nc1ccccc1C(=O)N1CCOCC1 | 4 | 2 | 1% | . | 0% | -2% | -3% | 5% | -2 | -3% | -0.4%
CN1/C(=C/c2cccc[n+]2CCO)Sc2ccccc21 | -4 | 3 | 0% | 6 | 1% | -1% | -6% | 0% | -16 | 1% | -0.4%
CCOc1ccc(NC(=O)CN(C)C(=O)c2cccnc2Sc2ccc(C)c(C)c2)cc1OCC | -8 | 0 | -3% | 3 | -1% | 1% | 0% | 5% | 29 | -12% | 3.3%
CCOC(=O)CC1COc2ccccc2N1C(=O)c1ccc(F)cc1 (configuration not stated) | 6 | 1 | -6% | 14 | -1% | -2% | -7% | ? | 15 | 5% | -0.1%
O=C(CCCN1C(=O)c2ccccc2C1=O)Nc1ccccc1C(=O)N1CCOCC1 | -5 | 2 | 6% | 4 | 0% | 0% | -10% | 12% | -7 | 0% | -1.0%
O=[N+]([O-])c1ccc(Cl)c(S(=O)(=O)Nc2cccc(-c3ccc(N4CCOCC4)nn3)c2)c1 | 10 | . | -16% | -1 | -2% | . | . | -15% | -5 | -9% | -0.2%
CCOC(=O)CNc1c(-c2ccc(Cl)cc2)nc2cnccn12 | -11 | -14 | -1% | -8 | -1% | 0% | -3% | 12% | -3 | 7% | -2.1%
COc1ccc(CCn2c(S)nc3ccccc3c2=O)cc1 | -13 | 1 | -7% | 7 | -5% | -1% | . | -12% | 6 | 4% | -1.0%
O=C1N=C(N2CCN(c3ccccc3)CC2)S/C1=C\c1cn[nH]c1-c1ccccc1 | 0 | 6 | ? | -19 | -4% | 4% | -7% | -11% | -2 | -5% | 5.4%
COc1ccc(CN2CC(=O)N(c3ccc(C)cc3)C2=S)cc1OC | 2 | 1 | -4% | 2 | -2% | 0% | 4% | -13% | 8 | -5% | -0.7%
CC(C)Oc1ncnc2c1[nH]c1ccccc12 | -21 | -3 | 0% | 4 | -1% | -5% | 3% | 19% | -11 | ? | -0.6%
NC(N)=Nc1cc2ccccc2c2ccccc12 | . | -34* | ? | . | 0% | 0% | -41% | 1% | . | . | -0.3%
COc1ccc(Sc2nc(-c3ccccn3)ncc2OC)cc1 | 1 | -8 | -13% | 5 | 1% | -1% | -3% | 1% | 12 | 1% | -0.3%
Cc1cccc(C)c1N1CCN(S(=O)(=O)N2CCOCC2)CC1 | -30 | 3 | -20% | -1 | 3% | 2% | 10% | 0% | -5 | . | -0.7%
CCn1c(=NC(=O)CS(=O)(=O)c2ccc(F)cc2)sc2cccc(OC)c21 | -13 | . | 13% | -4 | 0% | . | . | -13% | -3 | -16% | 0.2%
CCCCN(Cc1cc2cc(OC)ccc2[nH]c1=O)C(=O)c1ccco1 | -2 | 0 | -12% | 2 | -2% | 4% | 8% | -21% | -8 | 0% | -0.3%
CC(=O)NCCn1c(SCC(=O)NCCC(C)C)nc2ccccc2c1=O | 69 | 0 | 8% | -21 | 2% | -2% | 0% | -6% | 3 | -4% | 0.2%
Cc1ccc(C)c(CSc2nnc(-c3ccccn3)n2N)c1 | 10 | -2 | 0% | -1 | 0% | -1% | 3% | 11% | -11 | -4% | 0.4%
CC1CC(Nc2ccccc2)c2ccccc2N1C(=O)c1cccnc1 (configuration not stated) | 8 | 0 | -17% | -4 | 0% | 0% | -3% | 7% | 0 | -5% | -1.0%

An excerpt from above in order of the Eya2 inh value, ascending.
| SMILES | Eya2 inh |
| --- | --- |
| Cc1cccc(C)c1N1CCN(S(=O)(=O)N2CCOCC2)CC1 | 0% |
| CC1CC(Nc2ccccc2)c2ccccc2N1C(=O)c1cccnc1 (configuration not stated) | 7% |
| Cc1ccc(C)c(CSc2nnc(-c3ccccn3)n2N)c1 | 11% |

Later entries
SMILES | hERG WT inh | Coupling enz | BCR signal inh | KCNH2 3.1 inh | USP2a block | GALK inh | PKM2 act | Eya2 inh | Giardia killer | uPA surface inh | B2AR arrestin
CN(Cc1nccn1C)C(=O)c1ccc2nc(Cc3ccccc3F)oc2c1 | 2 | . | -1% | -18 | 2% | 7% | . | 8% | 3 | -3% | -1.1%
Cc1ccc(-c2nc(CS(=O)CC(=O)N3CCN(c4ccc(F)cc4)CC3)c(C)o2)cc1 (configuration not stated) | 9 | . | 0% | 8 | 5% | -3% | . | -1% | 1 | -21% | 0.5%
COc1ccc(N(C)C(=O)C2CCN(S(=O)(=O)c3cccc4nonc34)CC2)c(OC)c1 | 2 | -2 | 0% | 28 | 3% | -3% | -2% | -14% | 8 | -1% | 0.0%
COCCNC(=O)c1cc(S(=O)(=O)N2CCCCC2)ccc1N1CCOCC1 | 3 | . | -2% | 3 | -2% | . | . | -11% | 9 | -5% | 0.0%
CCCCNC(=S)N(CCN(CC)CC)Cc1cc2cc3c(cc2[nH]c1=O)OCO3 | 25 | 0 | -9% | 1 | 3% | -1% | 6% | -4% | -14 | -1% | 5.5%

High-throughput results deposited in PubChem by National Center for Advancing Translational Sciences (NCATS).
